# Screening data as filed in PubChem BioAssay.
# HCMV inh: qHTS Assay for inhibitors of the human cytomegalovirus (HCMV); 410,000 tested, 4.5% active; HFF cells, HCMV-luciferase reporter, 72 h; hits give low values; activity change, negative = inhibition, % at 57.5 µM; in the data active = activity change below about -60%; inconclusive = no clear call, values can overlap the other calls; inactive = above about -39%
#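 Human foreskin fibroblasts infected with luciferase-reporter HCMV at MOI 1 PFU/cell, compounds at two doses. Luciferase measured 72 h post infection; normalized to buffer-only basal and Salinomycin (10uM) controls.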
# AMA1 RON2 block: qHTS for Inhibitors of AMA1-RON; Towards Development of Antimalarial Drug Lead: Primary Screen; AlphaScreen AMA1-biotinylated RON2 peptide binding; Plasmodium falciparum AMA1 (3D7) - RON2 peptide interaction; 360,000 tested, 0.2% active; Potency, µM (top dose mostly 58.2 µM), without a hit: at the top dose activity change, negative = inhibition, actives largely listed as inhibitors;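 also: potency is read from the fitted curve at half-maximal effect; 0% = vehicle wells and -100% = peptide control; nearly all actives have a fitted effect of over 45% in size; some results filed as inactive show a strong effect at the top dose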
#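 AMA1 (3D7) with his tag at 25 nM final met compounds first, then biotinylated RON2 peptide at 25 nM; detection used donor plus acceptor beads, 10 µg/mL apiece, read by AlphaScreen after 30 min at room temperature.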
# AmpC inh detg: qHTS Inhibitors of AmpC Beta-Lactamase (assay with detergent) | AmpC hydrolysis of nitrocefin, absorbance 480 nm, 0.01% Triton | 370,000 tested, 0.041% active | AID 485294, 2010 | Potency, µM (top dose mostly 114 µM), for the others: at the highest dose activity change, negative = inhibition, actives largely listed as inhibitors | P00811;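 also: potency is read from the fitted curve at half-maximal effect; 0% = no-compound wells and -100% = no-enzyme wells; nearly all actives have a fitted effect of over 25% in size; some results filed as inactive show a strong effect at the top dose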
# Target sequence (P00811 whole entry, looked up): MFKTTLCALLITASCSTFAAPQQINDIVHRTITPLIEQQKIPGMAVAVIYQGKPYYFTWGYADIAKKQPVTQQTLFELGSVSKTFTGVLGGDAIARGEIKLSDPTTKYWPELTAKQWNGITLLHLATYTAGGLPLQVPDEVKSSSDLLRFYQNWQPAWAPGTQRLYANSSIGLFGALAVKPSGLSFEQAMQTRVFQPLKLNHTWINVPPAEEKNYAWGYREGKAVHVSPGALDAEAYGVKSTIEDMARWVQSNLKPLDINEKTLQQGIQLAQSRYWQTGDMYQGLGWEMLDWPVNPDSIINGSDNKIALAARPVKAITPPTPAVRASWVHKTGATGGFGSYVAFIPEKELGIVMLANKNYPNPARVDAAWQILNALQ
#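 AmpC (5.3 nM in the dispensed reagent) in 20 mM phosphate pH 7.0 with 0.01% (detergent screen) or 0.0001% Triton X-100 was preincubated with compounds for 15 min at room temperature. Nitrocefin was then added from an 800 uM solution, and hydrolysis was followed at 480 nm.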
# HCV inh: qHTS Assay for Inhibitors of Hepatitis C Virus (HCV); Huh7.5.1 HCVcc-Cre infection, luciferase reporter, 44 h; Potency, µM (highest dose often 41.8 µM), for inactives: top-dose activity change, negative = inhibition, actives largely listed as inhibitors; 340,000 tested, 3.4% active; AID 651820, 2012; also: potency is read from the fitted curve at half-maximal effect
#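 Seed cells (1,000/well) for 4 h; treat with compound and infect with HCVcc-Cre, moi about 0.5. Incubate 44 h, then detect luciferase activity.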
# LmPK inhibitor: qHTS Assay for Inhibitors of Leishmania Mexicana Pyruvate Kinase (LmPK); purified LmPK, Kinase-Glo ATP luminescence, 1 h; 290,000 tested, 0.37% active; Q27686; AID 1721, 2009; Potency, µM (series often up to 57.5 µM), without a hit: top-dose activity change, negative = inhibition, most hits filed as inhibitors; also: potency is read from the fitted curve at half-maximal effect
# Target sequence (Q27686 whole entry, looked up): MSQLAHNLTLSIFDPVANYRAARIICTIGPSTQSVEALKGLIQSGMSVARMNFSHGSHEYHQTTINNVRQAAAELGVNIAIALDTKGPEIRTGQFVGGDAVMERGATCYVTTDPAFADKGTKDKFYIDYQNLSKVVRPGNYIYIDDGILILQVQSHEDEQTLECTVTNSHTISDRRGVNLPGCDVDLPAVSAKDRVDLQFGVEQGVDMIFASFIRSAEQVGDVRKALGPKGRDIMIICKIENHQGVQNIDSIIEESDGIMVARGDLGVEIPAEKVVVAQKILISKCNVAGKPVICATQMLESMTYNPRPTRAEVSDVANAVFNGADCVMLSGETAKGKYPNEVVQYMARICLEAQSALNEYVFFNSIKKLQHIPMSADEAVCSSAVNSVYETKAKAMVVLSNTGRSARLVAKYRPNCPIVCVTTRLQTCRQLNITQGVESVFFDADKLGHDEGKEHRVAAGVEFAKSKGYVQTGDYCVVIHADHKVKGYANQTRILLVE
#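 Purified LmPK (0.1 nM) with 0.5 mM PEP and 0.1 mM ADP in imidazole buffer pH 7.2 with MgCl2/KCl, 1 h at room temperature. ATP formed was read by luciferase luminescence and normalized to no-enzyme and uninhibited controls.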
# AmpC inh no detg: qHTS Inhibitors of AmpC Beta-Lactamase (assay without detergent); AID 485341, 2010; AmpC nitrocefin hydrolysis, absorbance 480 nm, 0.0001% Triton; P00811; Potency, µM (series often up to 57.1 µM), for the others: top-dose activity change, negative = inhibition, hits mostly inhibitors; 330,000 tested, 0.52% active;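 also: potency is read from the fitted curve at half-maximal effect; plate controls were no compound for no effect and no enzyme for full effect; nearly all actives have a fitted effect of over 20% in size; some results filed as inactive show a strong effect at the top dose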
#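 20 mM phosphate pH 7.0 + 0.01% (detergent screen) or 0.0001% Triton X-100; 5.3 nM AmpC reagent; cpd preinc 15 min RT; nitrocefin (800 uM stock) to start; A480 q20 s × 4 min; Activity was normalised to no-enzyme and no-compound control wells.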
# Tb PYK inh: qHTS of Trypanosoma Brucei Inhibitors | TbPYK enzyme, Kinase-Glo Plus ATP luminescence, 45 min | Potency, µM (doses to about 76.8 µM), for the others: at the highest dose activity, negative = inhibition, hits mostly inhibitors | pyruvate kinase (Trypanosoma brucei), Q57TT1 | 410,000 tested, 0.12% active; also: potency is read from the fitted curve at half-maximal effect; nearly all actives have a fitted effect of over 50% in size
#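 Luminescent Kinase-Glo Plus end-point after 45 min room-temperature reaction of T. brucei pyruvate kinase started with 130 uM ADP (final). Buffer TEA 50 mM pH 7.2 with KCl, MgCl2, BSA, Tween-20; titration-based qHTS with fitted concentration-effect curves.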
# Starred values were filed as active, the others as inactive; ? = inconclusive; nt = not tested or not shown; & = joins results of further samples; [ ] = dose if it differs, or a comment. Unless noted, calls follow the shape of the dose curve; as a rule, active = well fitted curve in the direction sought with a large enough effect; inconclusive = small, poorly fitted or top-dose-only effect, or another doubt; inactive = no such curve, though single readings can be large; an effect the other way counts as inactive or inconclusive. Unless noted, % is scaled to controls: 0 for no effect and ±100 for the full control effect. Hits appear at their usual frequency; any-hit rate near 7.5%.
1. Cc1cc(C)cc(C(O)c2ncc(-c3ccccc3C)[nH]2)c1 (stereo not drawn)
2. CC(=O)c1ccc(NC(=O)Cn2nc(N3CCN(c4ccccc4)CC3)ccc2=O)cc1
3. CCCNC(=O)N1CCC(C(=O)c2ccc(Cl)cc2)CC1
4. Cc1ccc2cc3cc(C(=O)N4CCN(c5ccccc5)CC4)oc3nc2c1
5. CC1Cc2ccccc2N1Cc1ccc([N+](=O)[O-])cc1 (stereo not drawn)
6. CC1(C)SC2[C@H](NC(=O)C(NC(=O)N3CCNC3=O)c3ccccc3)C(=O)N2C1C(=O)O (stereo partly drawn)

assay / entry,1,2,3,4,5,6
HCMV inh,-11,-10,52,33,28,nt
AMA1 RON2 block,-4%,nt,1%,nt,11µM*,nt
AmpC inh detg,nt,3%,?,3%,-6%,?
HCV inh,nt,nt,-11%,nt,-16%,-26%[8.37 µM]
LmPK inhibitor,nt,nt,-1%,nt,0%,-2%
AmpC inh no detg,nt,nt,0%,nt,-31%,-22%
Tb PYK inh,-1%,1%,-5%,2%,3%,nt

7. N#Cc1cccc(NC(=O)Cn2c3[n+](c4ccc(C(F)(F)F)cc42)CCCCC3)c1
8. Cc1sc2nc(SCC(=O)N(C)C)[nH]c(=O)c2c1C
9. C[C@H]1CNC(=O)C(=O)N1C[C@H](Cc1ccc(O)cc1)NC(=O)CC12CC3CC(CC(C3)C1)C2
10. O=C1NCCCC1C(=O)N/N=C/c1ccccc1 (stereo not drawn)
11. CN1OC[C@@H]2CN(C(=O)c3ccco3)[C@H](c3ccc(-c4ccc(C#N)cc4)cc3)C[C@@H]21
12. COc1ccc(-c2cc3c(o2)CCCC3OCCN2CCOCC2)cc1 (stereo not drawn)

assay / entry,7,8,9,10,11,12
HCMV inh,?,29,-6,13,11,40
AMA1 RON2 block,-5%,-1%,19%,-2%,-16%,-12%
AmpC inh detg,?,-5%,?,0%,nt,nt
HCV inh,4%,2%,41%[activator],-1%,nt,nt
LmPK inhibitor,2%,-1%,-2%,-1%,nt,nt
AmpC inh no detg,-2%,-15%,-42%,-12%,nt,nt
Tb PYK inh,1%,0%,5%,-2%,-2%,-6%

13. COc1ccc(NC(=O)COC(=O)CN2C(=O)C3CCCCC3C2=O)cc1OC (stereo not drawn)
14. Cn1c(=O)c2c(ncn2CC(O)CO)n(C)c1=O (stereo not drawn)
15. CCOC(=O)c1c(S(=O)(=O)NCC(=O)NCc2ccc(C)cc2)c(C)n(C)c1C
16. O=C(CCN1C(=O)CSC1=O)Nc1ccccc1
17. CCOC(=O)c1c(NC(=O)COc2cc(C)ccc2C(C)C)sc(C)c1C
18. CCOc1nnc(C)c2c(C)n(-c3cccc(OC)c3)nc12

assay / entry,13,14,15,16,17,18
HCMV inh,0,-35,19&-3,31,13,-8
AMA1 RON2 block,0%,-4%,-7%,21%,nt,13%
AmpC inh detg,-15%,?,3%&8%,4%,5%,-1%
HCV inh,12%,-8%[8.37 µM],9%,10%,nt,23%
LmPK inhibitor,nt,-6%,0%,-10%,nt,-1%
AmpC inh no detg,-4%,-13%,16%,-12%,nt,-2%
Tb PYK inh,5%,-12%,-1%&3%,-4%,-4%,6%

19. O=C(CN1CCOCC1)Nc1ncc(Cc2cccc(Cl)c2)s1
20. CN1C(=O)N(CC(=O)c2ccc3c(c2)OCO3)C(=O)C12CCCCC2
21. NC(=O)N/N=C1\c2ccccc2-c2c(C(N)=O)cccc21
22. O=c1oc(=S)oc2c1[C@H](c1ccc(Cl)cc1)O[C@H](C1CC1)C2
23. N[C@@H](CO)c1nnc([C@H](CC(=O)O)NC(=O)C2CCNCC2)o1
24. O=C(NCCc1nccs1)C1CCC(=O)N(CCc2ccc(Cl)cc2)C1 (stereo not drawn)

assay / entry,19,20,21,22,23,24
HCMV inh,?,-30,53,-16,-8,-7
AMA1 RON2 block,16%,7%,-5%,-6%,106%[activator],6%
AmpC inh detg,-11%,nt,1%,nt,-5%,3%
HCV inh,-4%,nt,-23%,nt,5%,23%
LmPK inhibitor,3%,nt,-1%,nt,0%,-8%
AmpC inh no detg,64%[activator],nt,-23%,nt,-23%,20%
Tb PYK inh,4%,1%,2%,-13%,2%,-10%

25. C=CCNC(=S)NNC(=O)c1ccc(OCC(C)C)cc1
26. CCC1=Nc2cc(C(=O)NCCc3ccc(OC)c(OC)c3)ccc2Sc2ccccc21
27. O=C(Nc1ccccc1Cl)c1cc(C2CCCCN2C(=O)CCc2ccccc2)on1 (stereo not drawn)
28. Cc1ccnc2nc(C(=O)OCC(=O)N(CC(C)C)C3CCS(=O)(=O)C3)nn12 (stereo not drawn)
29. COc1ccccc1NC(=O)CSc1nc(=O)n(Cc2ccncc2)c2c1CCCC2
30. O=C(c1ccc(Cl)c(S(=O)(=O)N2CCCC2)c1)N1CCN(c2ncccn2)CC1

assay / entry,25,26,27,28,29,30
HCMV inh,-6,?,7,16,-32,-23
AMA1 RON2 block,83%[activator],nt,0%,3%,17%,-2%
AmpC inh detg,-6%,11%,nt,?,-3%,2%
HCV inh,-1%,nt,nt,11%,5%,11%
LmPK inhibitor,-1%,nt,nt,nt,nt,2%
AmpC inh no detg,-21%,nt,nt,-17%,-16%,5%
Tb PYK inh,2%,2%,0%,3%,0%,-4%

31. Cc1cc(-c2nnc3n2N=C(C(C)(C)C)CS3)n[nH]1
32. Cc1cccc(NC(=O)N2CCC(CN3CCC(C)CC3)CC2)c1C
33. CN(C(=O)c1ccc(S(=O)(=O)N2CCOCC2)cc1)C1CCS(=O)(=O)C1 (stereo not drawn)
34. O=C(OCc1ccccc1)N1CCC2CC1c1ccc(N3CCN(Cc4ccc5c(c4)OCO5)CC3)cc12 (stereo not drawn)
35. O=C1C(=O)N(CCN2CCOCC2)C(c2cccnc2)/C1=C(/O)c1ccc(Cl)cc1 (stereo not drawn)
36. CC1=CCC2C(=O)N(c3ccc(C)c(Br)c3)C(=O)C2C1 (stereo not drawn)

assay / entry,31,32,33,34,35,36
HCMV inh,3,-4,-29,-30,-32,31
AMA1 RON2 block,14%,nt,1%,?,-2%,0%
AmpC inh detg,-6%,22%,-20%,nt,0%,-8%
HCV inh,8%,nt,32%[activator],nt,12%,11%
LmPK inhibitor,7%,nt,nt,nt,-3%,-1%
AmpC inh no detg,-19%,nt,-20%,nt,-17%,-10%
Tb PYK inh,1%,4%,3%,2%,-5%,4%

37. Cn1nc(-c2ccccc2)cc1NC(=O)Nc1ccc(F)cc1
38. COc1cccc(C(=O)Oc2c(Sc3ccc(C)cc3)c(C)nn2C(C)(C)C)c1OC
39. COc1ccc(NC(=O)C2CCN(C(=O)C3CC(=O)N(c4ccc(C)cc4)C3)CC2)c(OC)c1 (stereo not drawn)
40. O=C(c1ccc(Br)s1)N1CCN(c2ncccn2)CC1
41. CCOCCCNC(=O)c1ccc2nc(-c3ccc(OC)c(OC)c3)c(-c3ccc(OC)c(OC)c3)nc2c1
42. O=C(O)CSCC(=O)NC1CCCc2ccccc21 (stereo not drawn)

assay / entry,37,38,39,40,41,42
HCMV inh,-39,?,46,-15,51,-32
AMA1 RON2 block,4%,nt,-2%,-1%,2%,-5%
AmpC inh detg,-7%,13%,4%,0%,-4%,-1%
HCV inh,-3%,nt,-9%,-3%,?,8%
LmPK inhibitor,2%,nt,10%,2%,-7%,1%
AmpC inh no detg,-10%,nt,103%[activator],-14%,181%[activator],-2%
Tb PYK inh,26%,4%,0%,-4%,-2%,12%

# Just HCV inh and AmpC inh detg, for some of the entries so far:
no.	Compound	HCV inh	AmpC inh detg
8	Cc1sc2nc(SCC(=O)N(C)C)[nH]c(=O)c2c1C	2%	-5%
9	C[C@H]1CNC(=O)C(=O)N1C[C@H](Cc1ccc(O)cc1)NC(=O)CC12CC3CC(CC(C3)C1)C2	41%[activator]	?
10	O=C1NCCCC1C(=O)N/N=C/c1ccccc1 (stereo not drawn)	-1%	0%

# Other entries:
43. COc1ccccc1/C=N/NC(=O)c1ccc(NC(=O)c2ccccc2Br)cc1
44. CCOC(=O)Cc1csc(NS(=O)(=O)c2ccc(Br)cc2)n1
45. CCCOc1ccc(-c2nonc2NC(=O)c2cc(OC)c(OC)c(OC)c2)cc1OCCC
46. CC(=O)N1CCc2cc(CNC(=O)Nc3ccccc3C(F)(F)F)ccc21
47. CC1(C)OC(=O)C(=NNc2ccccc2[N+](=O)[O-])C(=O)O1
48. CCCCC(=O)OCc1cc(=O)n2nc(C3CCCCC3)sc2n1

assay / entry,43,44,45,46,47,48
HCMV inh,-66*,11,-76*,10,-7,-2
AMA1 RON2 block,15%,8%,nt,nt,0%,nt
AmpC inh detg,3%,-5%,10%,-4%,-4%,3%
HCV inh,?,7%,nt,nt,5%,nt
LmPK inhibitor,-3%,4%,nt,nt,-4%,nt
AmpC inh no detg,-36%,-28%,nt,nt,-15%,nt
Tb PYK inh,-8%,0%,-8%,-2%,-1%,-1%

49. Cc1ccc(Cc2nnc(SCC(=O)Nc3ccc(C)cc3C)[nH]c2=O)cc1
50. CCC(=O)Nc1cccc(NC(=O)c2ccc3c(c2)OCCO3)c1
51. O=C(NCc1cccs1)c1cc2c(s1)CS(=O)(=O)C2
52. O=C(c1ccc(Cl)c(S(=O)(=O)N2CCc3ccccc3C2)c1)N1CCN(c2ccccc2)CC1
53. O=C(Cc1cccs1)N1CCN(S(=O)(=O)c2ccc(F)c(F)c2)CC1
54. Cc1ccc2c(c1)c(=O)c1c3n2CCN(CC2CO2)C3CC1 (stereo not drawn)
55. Cc1cc(OCC(=O)N(Cc2ccco2)C2CCS(=O)(=O)C2)ccc1Cl (stereo not drawn)

assay / entry,49,50,51,52,53,54,55
HCMV inh,-10,99,1,-20,-10,-4,0
AMA1 RON2 block,-15%,2%,35%[activator],-1%,-2%,0%,0%
AmpC inh detg,0%,-2%,?,-1%,4%,7%,-7%
HCV inh,7%,?,2%,?,1%,10%,-10%
LmPK inhibitor,nt,-17%,2%,-3%,nt,4%,4%
AmpC inh no detg,-24%,-25%,-26%,-6%,2%,-22%,78%[activator]
Tb PYK inh,0%,-10%,-1%,2%,2%,-2%,-19%
